MITF act: activators of MITF-driven TRPM1 promoter reporter, primary screen, cell-based, SK-MEL-5, luciferase, single point | SK-MEL-5 TRPM1-promoter luciferase, 24 h; % of positive control, neutral wells = 0 | activation, % at 12.5 µM | hit rate 0.75% among 300,000 | AID 588334, 2011;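 active = mean activation of at least 80% with every replicate also reaching 80%; inconclusive = mean reaches 80% but some replicate falls short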;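 also: 0% = neutral control wells and 100% = parthenolide positive control wells; values of inactives mirror those of a sister screen read the other way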
AddAB inh: growth inhibition of E. coli expressing H. pylori AddAB, primary screen, AddAB inhibitor project, absorbance | inhibition, % at 11.9 µM | hit rate 0.29% among 330,000; in the data active = inhibition above about 12%;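 also: 0% = vehicle wells of infected cells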
phage Ecoli inh: growth loss of phage-infected E. coli, primary screen, RecBCD inhibitor project, absorbance, with phage, HTS | inhibition, % at 11.9 µM | hit rate 0.26% among 360,000; in the data active = inhibition above about 11%
CAL PDZ FP-1: untagged CAL PDZ binding inhibitors, primary screen, biochemical, fluorescence polarization, HTS; hit rate 0.92% among 300,000; inhibition, % at 24.9 µM; AID 602252, 2012; Golgi-associated PDZ and coiled-coil motif-containing protein (Homo sapiens), Q9HD26; purified CAL PDZ, TMR-peptide fluorescence polarization, 1 h;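 active = mean inhibition of at least 30% with at least half of replicates also reaching 30%; inconclusive = no clear call, values can overlap the other calls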;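 also: 0% = DMSO neutral control and 100% = excess unlabeled competitor peptide PRC23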
SR-BI DiI inh: inhibitors of SR-BI mediated HDL lipid uptake, primary screen, ldlA[mSR-BI] cells, fluorescence, single point; Scavenger receptor class B member 1 (Mus musculus), Q61009; ldlA[mSR-BI] CHO cells, DiI-HDL uptake fluorescence, 3 h; inhibition, % at 12.5 µM; hit rate 0.96% among 320,000; AID 488896, 2010;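 active = mean replicate inhibition of at least 70% and a set share of replicates each scoring 70 or more; inconclusive = meets just one of the two criteria; inactive = fails both criteria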;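 also: 0% = median of neutral control wells and 100% = median of positive control wells; values of inactives mirror those of a sister screen read the other way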
Target sequence (Q61009 whole entry, looked up): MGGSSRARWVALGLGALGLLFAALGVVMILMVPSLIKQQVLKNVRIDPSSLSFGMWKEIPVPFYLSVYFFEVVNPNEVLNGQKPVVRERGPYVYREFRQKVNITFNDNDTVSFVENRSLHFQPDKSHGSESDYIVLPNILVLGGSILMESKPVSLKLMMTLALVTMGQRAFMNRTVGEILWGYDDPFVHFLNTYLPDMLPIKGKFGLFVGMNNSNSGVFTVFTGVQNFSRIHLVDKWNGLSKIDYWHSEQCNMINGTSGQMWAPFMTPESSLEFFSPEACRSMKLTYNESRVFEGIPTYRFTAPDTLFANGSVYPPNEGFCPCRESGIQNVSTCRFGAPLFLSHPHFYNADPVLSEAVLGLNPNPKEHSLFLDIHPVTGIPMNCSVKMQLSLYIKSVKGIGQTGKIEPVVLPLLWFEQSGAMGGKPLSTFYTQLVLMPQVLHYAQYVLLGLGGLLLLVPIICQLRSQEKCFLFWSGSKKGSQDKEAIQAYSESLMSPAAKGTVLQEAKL
CAL PDZ FP-2: CAL PDZ peptide-binding inhibitors, primary screen, biochemical, fluorescence polarization, Cer-tagged CAL PDZ, HTS. Golgi-associated PDZ and coiled-coil motif-containing protein (Homo sapiens), Q9HD26. purified CAL PDZ, TMR-peptide fluorescence polarization, 1 h. inhibition, % at 20 µM. hit rate 0.02% among 330,000. AID 504414, 2011;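 active = highest replicate inhibition of at least 40%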;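 also: plate controls were DMSO neutral control wells for no effect and unlabeled competitor peptide control wells for full effect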
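Material – purified CerCALP PDZ construct · Detection – FP readout, S and P plane fluorescence · Measure – percent inhibition from loss of millipolarization · Controls – unlabelled peptide for full inhibition, DMSO wells as neutral · Probe or stimulus – TMR-labelled reporter peptide T*-PRC34 bound in PDZ groove · Times – 1 h at RT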
Tat export inh: E. coli Tat export inhibitors, primary screen, MC4100, TorA-mCherry reporter, fluorescence, single point; inhibition, % at 10 µM; hit rate 0.036% among 340,000; AID 488895, 2010;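 active = mean replicate inhibition at least 50% and at least half of replicates individually reaching 50%; inconclusive = only one of the two criteria met; inactive = neither criterion met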;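 also: exported cargo escapes ClpAP degradation while cytoplasmic cargo is degraded and loses fluorescence; 0% = median of neutral control wells and 100% = median of NaSCN control wells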
Wnt act: Wnt/beta-catenin pathway activators, primary screen, cell-based, plate reader, single point; AID 743398, 2014; Wnt/beta-catenin reporter cell assay, activator; activation, % at 9.35 µM; hit rate 1.2% among 300,000; in the data active = activation above about 30%, passing the limit was not always enough; inconclusive = no clear call, values can overlap the other calls;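 also: 0% = neutral control wells and 100% = positive control wells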
E coli growth: E. coli V3065 growth inhibition, primary screen, counter-screen for AddAB inhibitor project, absorbance, OD600; 18 h; inhibition, % at 11.9 µM; hit rate 0.27% among 330,000;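 active = inhibition above the campaign's mean inhibition across all tested compounds plus 3 SD, cut at about 9.9% in these data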;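 also: uninfected addAB+ strain grown without phage in ampicillin broth; 0% = DMSO wells and 100% = ciprofloxacin 0.95 µg/ml wells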
SR-BI DiI-HDL act: activators of SR-BI mediated DiI-HDL uptake, primary screen, ldlA[mSR-BI] CHO cells, DiI fluorescence. 3 h; 100 = double the neutral-control signal. activation, % at 12.5 µM. hit rate 0.096% among 320,000. AID 504775, 2011;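 active = mean replicate activation of at least 60% and every replicate at or above 60%; inconclusive = mean or all-replicate condition met, but not both; inactive = mean below 60% and not all replicates reaching 60%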;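 also: 0% = median plate neutral-control signal and 100% = twice that signal; values of inactives mirror those of a sister screen read the other way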
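Material: SR-BI-overexpressing, LDLR-lacking CHO cells; schedule: compound exposure 3 h, 37 °C; reagent: DiI-labelled HDL at 10 µg/mL final; technique: bottom-read fluorescence, 550/595 nm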
Active calls of the source: *; u = inconclusive; x = not tested or not shown. No enrichment for hits; about 3.6% have a hit in one of these screens.

entry	compound	MITF act	AddAB inh	phage Ecoli inh	CAL PDZ FP-1	SR-BI DiI inh	CAL PDZ FP-2	Tat export inh	Wnt act	E coli growth	SR-BI DiI-HDL act
1	CCOc1ccc(/C=N/NC(=O)CSc2n[nH]c(=O)[nH]c2=O)cc1OC	3	-0.4	3.4	0	-12	-3.0	-4	-4	0.2	12
2	CC(Cc1cccs1)NC(=O)CCCn1nnnc1CN1CCOCC1 (centres undefined)	1	2.9	2.0	-1	-12	-1.2	-6	-1	-1.9	12
3	COc1ccc(-n2ncc3c(N4CCN(c5cccc(C)c5C)CC4)ncnc32)cc1	x	0.9	0.8	x	15	-0.5	-1	1	1.3	-22
4	Cc1nn(C(C)C(=O)N2CCc3ccccc3C2)c(=O)c2cc3occc3n12 (centres undefined)	4	-1.5	1.9	-4	-17	-1.3	-6	x	-2.5	17
5	COC(=O)c1ccc(C(=O)OC)c(NC(=O)COC(=O)C23CC4CC(CC(O)(C4)C2)C3)c1	8	3.8	0.8	-2	20	-3.4	-1	x	1.2	-20
6	O=C(NCCc1c[nH]c2ccccc12)OCCCCOC(=O)NCCc1c[nH]c2ccccc12	-6	1.6	1.9	-3	49	0.0	7	-4	-0.6	-49
7	S=C(Nc1ccc(Cl)c(Cl)c1)N1CCOCC1	-8	0.9	4.9	-6	8	-0.8	-5	3	0.2	-8
8	O=C(NNc1ncnc2sccc12)c1ccc(Cl)cc1	x	0.1	2.1	x	-3	-0.3	-2	-2	-0.1	3
9	COc1ccc(C(=O)N(Cc2ccccc2)c2cccc(C)c2)c(OC)c1OC	1	-1.5	1.2	-67	-18	-0.6	9	10	-0.9	18
10	CCOc1ccccc1N=CC1=C(O)CC(c2ccccc2)CC1=O (centres undefined)	-6	5.8	-2.2	-4	63	-1.1	0	-2	-1.7	-63
11	O=C(NCc1ccccn1)c1ccc(N2CCCC2=O)cc1	12	3.7	4.4	-5	-21	x	4	x	-0.8	21
12	COc1cc(C2CC(=O)N(c3ccc(C)cc3)C(=O)C2)cc(OC)c1OC	-31	2.3	3.4	-3	12	0.8	-4	-13	-0.2	-12
13	Cc1ccccc1-n1ccnc1SCC(=O)Nc1cccc(S(=O)(=O)NC2=NCCC2)c1	-5	2.4	3.9	0	-15	-0.4	-2	-4	1.1	15
14	OC1(c2ccc(Cl)cc2)CCN(Cc2cn[nH]c2-c2ccc(F)cc2)CC1	x	6.0	4.2	x	-14	-1.7	1	-4	-1.0	14
15	CCOc1ccccc1Nc1nc(N)nc(CSc2nccc(C)n2)n1	-1	-1.6	0.3	-7	9	x	1	x	-1.3	-9
16	Cc1ccc(S(=O)(=O)N2CCCC2CNC(=O)C(=O)NCc2ccccn2)cc1 (centres undefined)	3	-1.0	5.7	-1	-2	-1.1	-7	-1	5.8	2
17	Cc1ccc(C(=O)NN=Cc2ccc3c(c2)OCO3)cc1	45	x	2.7	-3	14	-2.3	-2	9	x	-14
18	CCN(CC)C(=O)Cn1cc(S(=O)(=O)CC(=O)Nc2ccc(OC)c(OC)c2)c2ccccc21	12	1.9	0.6	-1	8	-2.4	7	-5	1.3	-8
19	Cc1ccc2c(c1)NC(=O)C(CC(=O)NCCCN1CCCCC1C)O2 (centres undefined)	3	4.3	3.3	x	-9	-1.0	-2	-3	0.0	9
20	COc1ccc(OC)c(NC(=O)CN(C)CCOc2ccc(Br)cc2)c1	9	3.6	0.2	-2	-15	-1.3	4	-3	0.1	15
21	COc1ccc(C2=NCCn3nc4ccccc4c32)cc1	16	1.1	1.6	-4	14	-1.0	-1	11	1.0	-14
22	COc1ccc(N(C(=O)Cc2cccs2)C(C(=O)NC2CCCCC2)c2cccn2C)cc1OC (centres undefined)	7	1.2	-0.3	1	-4	-1.5	1	x	0.6	4
23	CSCCC(NC(=O)c1ccccc1Cl)C(=O)NC1CCN(Cc2ccccc2)CC1 (centres undefined)	6	4.2	0.7	-4	1	-0.9	0	-4	0.9	-1
24	COc1ccc(S(=O)(=O)NCC2CCC(C(=O)N3CCC4(CC3)OCCO4)CC2)cc1 (centres undefined)	-4	x	3.1	1	12	0.4	-5	-2	x	-12
25	O=C(O)C(Cc1ccc(OS(=O)(=O)Cc2ccccc2)cc1)NS(=O)(=O)Cc1ccccc1 (centres undefined)	-13	x	4.5	x	-9	-0.6	-2	-4	x	9
26	NC(=O)c1nsc(C(=O)N(Cc2ccco2)C(C(=O)NCC2CCCO2)c2ccc(F)cc2)c1N (centres undefined)	-4	x	2.9	-5	-15	-0.7	-3	-2	x	15
27	CC(=O)c1ccc(OCCCC(=O)OCC(=O)N2CCN(S(=O)(=O)c3ccc(C)cc3C)CC2)cc1	1	x	-0.4	-3	5	0.6	-2	-2	x	-5
28	CCc1cc(Br)ccc1N1C(=O)C2CC=CCC2C1=O (centres undefined)	-3	-0.6	0.7	-2	6	0.0	2	x	1.7	-6
29	O=C(c1nc2ccccn2c1CN1CCC(Cc2ccccc2)CC1)N1CCCC1	11	5.7	3.9	-2	-10	-1.0	-8	-1	0.0	10
30	COc1ccc(-c2n[nH]c(C(F)(F)F)c2-c2cc3ccccc3o2)c(O)c1	-5	1.9	1.7	1	-18	-0.4	4	x	1.6	18
31	COc1ccc(/C=C(/C#N)C(=O)NC2CCCCC2)cc1Br	x	2.5	3.7	0	26	-1.8	-10	x	2.3	-26
32	O=S(=O)(Cc1ccccc1)/C1=C(\N2CCOCC2)CCCCCC1	5	-0.8	2.7	-1	-5	x	4	x	-1.2	5
33	CNC(=O)CC(CC(=O)c1ccccc1)c1ccccc1 (centres undefined)	1	-2.0	1.8	-1	-10	-0.3	4	1	-0.9	10
34	CC(C)(C)c1nc2c(C#N)c(-c3ccc(Cl)cc3)ccn2n1	-1	-0.7	1.9	-3	35	-8.7	3	x	0.8	-35
35	CC1CCN(CC(=O)N2CCc3ccccc32)CC1	11	1.0	3.0	-1	11	-2.2	0	3	-0.1	-11
36	Cc1ccc(C)c(S(=O)(=O)N2CCCC2CNC(=O)C(=O)NCc2ccccc2C)c1 (centres undefined)	-7	-0.8	0.8	x	41	-0.3	10	-1	2.3	-41
37	CCOC(=O)Cc1cc(=O)[nH]c(=O)[nH]1	-11	-0.8	2.0	-1	-7	-0.4	-1	1	-2.4	7
38	CCCC/C(O)=C1\C(=O)CC(C)(C)CC1=Nc1ccccc1OC	2	2.1	2.4	3	18	-0.8	3	-1	-0.6	-18
39	COCCNc1cc(C)nc2c(-c3ccccc3OC)c(C)nn12	-20	0.1	2.5	x	-2	0.1	-2	-1	-1.0	2
40	O=C(C[C@H]1C/C=C\CC[C@H](Cc2ccc(F)cc2)C(=O)O[C@H](c2ccccc2)CNC1=O)N[C@H](CO)Cc1ccccc1	-9	-0.2	0.6	-5	-1	0.7	3	-2	-3.4	1
41	CCOc1ccc(NC(=O)C(=O)NCCN2CCN(S(=O)(=O)c3ccc(C)cc3)CC2)cc1	x	2.5	0.8	-2	x	-0.7	-8	-4	-1.4	x
42	Cc1c(C(=O)N2CCc3ccccc32)oc2c1C(=O)CC(C)(C)C2	u	x	2.2	-4	34	-1.2	-11	-2	x	-34
43	COc1ccc(CCNC(=O)CN(c2cccc([N+](=O)[O-])c2)S(C)(=O)=O)cc1OC	-1	-0.2	0.4	-3	-10	-2.9	5	0	3.6	10
44	CCOC(=O)N1CCN(C(=O)CCSc2ccc(C)cc2)CC1	7	2.7	1.4	-1	-31	0.3	-3	x	-0.2	31
45	Cc1ccc(Nc2nc3c(c(=O)[nH]c(=O)n3C)n2Cc2ccc(F)cc2)cc1	16	3.8	1.2	0	2	0.4	1	x	0.4	-2
46	O=C(CNc1ccccc1)NNC1=NCCC1	-18	0.7	2.2	-1	-14	-0.8	11	-3	0.9	14
47	Cc1[nH]n(-c2ccc([N+](=O)[O-])cc2)c(=O)c1C=NCCc1c[nH]c2ccccc12	-8	-0.3	4.5	-1	5	0.4	-1	-3	1.8	-5
48	COc1ccc(-c2cc3c(=O)n(CC(=O)NCCCc4ccccc4)ncn3n2)cc1	x	-0.6	1.6	-1	30	-0.5	-6	-1	-1.5	-30
49	COc1ccc(N=C(C)C2=C(O)COC2=O)cc1	7	5.6	1.7	9	-13	1.1	-4	1	0.4	13
50	CN1CCN(Cc2c(C(=O)N3CCc4ccccc4C3)nc3ccc(Cl)cn23)CC1	-5	1.7	-0.7	1	-15	0.3	20	0	-0.4	15
51	O=C(CNC(=O)c1ccco1)Nc1ccc(OC(F)F)cc1	0	x	0.3	-2	9	2.4	1	-5	x	-9
52	CC(C)C1O/C(=N/C(=O)Nc2ccc(Cl)c(Cl)c2)NC1=O (centres undefined)	x	0.2	3.6	-7	19	-0.5	-4	-1	2.0	-19
53	CC(C)(C)c1ccc(O)c(N=Cc2cc(Br)ccc2O)c1	-26	2.9	2.0	x	11	0.3	-3	-4	2.1	-11

Assay outcomes as filed in PubChem.
